CYP2C9 activ: activators of human CYP2C9. recombinant CYP2C9, luciferin-H conversion, luminescence; stronger effect = higher value; factor 1 = untreated enzyme, 0 = blocked. activation factor at 5 µM. 1.4% of 96,000 active;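 active = activation factor of 2 or more for CYP2C9 at a 5 µM dose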;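 also: 0 = sulfaphenazole-blocked wells and 1 = vehicle-only wells; values of inactives mirror those of a sister screen read the other way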
CYP2C9 inh: blocks human cytochrome P450 2C9; inhibition, % at 5 µM; AID 777; CYP2C9 Supersomes, luciferin-H conversion, luminescence; P11712; 20% of 96,000 active;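 active = blocking of liver enzyme CYP2C9 beyond about 50% at 5 µM, limit read from the data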; also: values of inactives mirror those of a sister screen read the other way
EphB4 antag: blocks human EphB4 binding to ephrin-B2; P54760; EphB4 LBD / TNYL-RAW-Alexa532 peptide, fluorescence polarization; inhibition, % at 7 µM; 0.15% of 97,000 active;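 active = inhibition above the screen-wide mean inhibition plus 3 SD, cut at about 15% in these data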;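 also: 0% = DMSO wells and 100% = excess unlabeled TNYL-RAW peptide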
Target sequence (P54760 whole entry, looked up, the tested form may be a part): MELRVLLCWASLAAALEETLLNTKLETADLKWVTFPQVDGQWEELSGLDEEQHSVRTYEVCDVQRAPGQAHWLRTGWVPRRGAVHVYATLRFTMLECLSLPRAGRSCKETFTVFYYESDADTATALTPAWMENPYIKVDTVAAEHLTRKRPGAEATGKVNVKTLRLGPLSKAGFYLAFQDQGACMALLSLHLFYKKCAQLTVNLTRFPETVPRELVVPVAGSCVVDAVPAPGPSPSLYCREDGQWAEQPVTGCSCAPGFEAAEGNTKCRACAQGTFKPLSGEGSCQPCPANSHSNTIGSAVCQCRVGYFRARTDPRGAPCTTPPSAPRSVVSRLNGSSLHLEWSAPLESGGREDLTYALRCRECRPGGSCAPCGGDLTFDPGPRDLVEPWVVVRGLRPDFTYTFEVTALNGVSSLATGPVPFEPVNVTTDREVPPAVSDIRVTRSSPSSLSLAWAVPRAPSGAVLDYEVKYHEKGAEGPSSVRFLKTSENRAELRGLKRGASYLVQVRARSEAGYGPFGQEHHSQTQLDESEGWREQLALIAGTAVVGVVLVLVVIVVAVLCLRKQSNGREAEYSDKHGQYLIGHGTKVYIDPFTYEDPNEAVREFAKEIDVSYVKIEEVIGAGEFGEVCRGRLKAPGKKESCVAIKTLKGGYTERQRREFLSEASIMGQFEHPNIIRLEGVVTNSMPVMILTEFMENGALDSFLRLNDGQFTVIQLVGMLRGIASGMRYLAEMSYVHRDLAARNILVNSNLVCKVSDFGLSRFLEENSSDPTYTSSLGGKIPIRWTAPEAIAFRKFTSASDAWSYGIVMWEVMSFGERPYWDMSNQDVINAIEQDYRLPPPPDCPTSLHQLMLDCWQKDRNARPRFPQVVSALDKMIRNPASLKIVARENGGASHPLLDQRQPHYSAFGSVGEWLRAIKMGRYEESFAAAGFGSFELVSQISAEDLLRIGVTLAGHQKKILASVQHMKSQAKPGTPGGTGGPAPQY
Plk1 PBD FP: blocks phosphopeptide binding to human Plk1 polo box domain; 0.13% of 97,000 active; inhibition, %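 (tested at about 20 µM)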; Plk1 PBD phosphopeptide binding, fluorescence polarization; in the data active = inhibition above about 34%, passing the limit was not always enough
HIV Rev-RRE inh: HIV Rev-RRE protein-RNA interaction inhibition; P05866; Rev peptide-RRE RNA binding, FRET; inhibition, % at 8 µM; 0.79% of 97,000 active;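 active = inhibition above the screen-wide mean plus 3 SD, cut at about 35% in these data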;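 also: 0% = median DMSO wells and 100% = median Neomycin B control wells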
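Test system – labelled RRE RNA duplex and labelled Rev peptide · Signal – fluorescein-to-Cy5 FRET, 480 nm excitation · Evaluation – % inhibition of FRET ratio versus controls · Benchmarks – DMSO low control, neomycin B high control · Incubation – 5 min RNA-compound premix plus 15 min binding step, 25 °C · Medium – HEPES pH 7.5 salt buffer with EDTA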
CYP2C19 inhib: human CYP2C19 inhibition; P33261; CYP2C19 Supersomes, luciferin-H EGE luminescence, 30 min; inhibition, % at 5 µM; 21% of 96,000 active; AID 778;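 active = CYP2C19 inhibition above a set limit at 5 µM in the primary screen, cut at about 50% in these data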;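 also: plate controls were negative control wells for no effect and 2.5 mM tranylcypromine positive control for full effect; values of inactives mirror those of a sister screen read the other way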
PLK1 inh: inhibitors of human PLK1 kinase; P53350; recombinant PLK1 kinase, TR-FRET peptide phosphorylation; inhibition, % at 10 µM; 0.53% of 97,000 active;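 active = inhibition of 50% or more in the single-concentration screen; inactive = inhibition below 50%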;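 also: 0% = DMSO max control and 100% = H-89 dihydrochloride min control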
PLAP activator: activators of human placental alkaline phosphatase; P05187; purified PLAP enzyme, luminescent substrate read-out; stronger effect = higher value; activation fold at 20 µM; 1.2% of 96,000 active; AID 696; in the data active = activation fold above about 2
CYP2C19 activ: activators of human cytochrome P450 2C19; recombinant CYP2C19, luciferin-H EGE luminescence; stronger effect = higher value; 0 = fully inhibited enzyme, 1 = untreated enzyme; 96,000 tested, under 10 active; activation factor at 5 µM;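 active = activation factor of at least 2 at 5 µM in the primary screen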;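 also: 0 = wells with 2.5 mM tranylcypromine and 1 = vehicle-only wells; values of inactives mirror those of a sister screen read the other way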
An asterisk follows results filed as active; nt = no result given.

molecule,PLK1 inh,Plk1 PBD FP,EphB4 antag,CYP2C9 inh,CYP2C19 activ,PLAP activator,CYP2C19 inhib,CYP2C9 activ,HIV Rev-RRE inh
CC(=O)Nc1ccc(Cl)c(C(N)=O)c1,-18,9,-7,0,1.1,0.8,-8,1,3
Cc1onc(-c2c(F)cccc2Cl)c1C(=O)Nc1cccc(Cn2cccn2)c1,-4,-1,-4,52*,0.8,1.1,23,0.5,2
CS(=O)(=O)N(CC(=O)N1CCN(Cc2ccccc2)CC1)Cc1ccccc1,-10,5,7,22,0.7,1.3,25,0.8,-1
OCc1nc2ccccc2n1CCCOc1ccccc1,nt,nt,nt,1,0.5,1.1,53*,1,nt
CCCn1c(CNC(=O)c2ccccc2)nc2ccccc21,-16,-8,-4,0,0.4,0.9,61*,1,4
COc1ccc(-c2nnc(SCC(=O)NC3CCCCC3)o2)cc1OC,-13,-15,0,7,0.4,1.1,56*,0.9,0
COc1cccc(C(=O)NC2CCN(C(=O)N3CCCCC3)CC2)c1,-4,-1,4,6,0.9,1.1,7,0.9,5
COc1ccc(/C=N/NC(=O)C(C)n2nnc3ccccc32)cc1OC (stereo unspecified),-9,-5,1,13,0.8,0.9,19,0.9,-3
COCC(C)NC(=O)CCS(=O)(=O)c1nc(-c2ccc(OC)cc2)cc(C(F)(F)F)n1 (stereo unspecified),nt,nt,nt,33,1,0.8,-5,0.7,nt
Cn1c(=O)cc(SCC(=O)NCC2CCCO2)c2ccc(Cl)cc21 (stereo unspecified),-2,-11,4,nt,nt,nt,nt,nt,3
O=C1C(C=NCC2CCCO2)=C(O)c2ccccc21 (stereo unspecified),-4,11,-2,4,0.9,1,8,1,2
CCn1cc(C(=O)N2CCN(Cc3ccc4c(c3)OCO4)CC2)c(=O)c2ccc(C)nc21,-3,-11,11,2,1,1.5,-4,1,5
CN(CC(=O)N1CC=C(c2ccccc2)CC1)S(=O)(=O)c1ccc2c(c1)c(=O)n(C)c(=O)n2C,3,-19,10,36,0.6,1.5,38,0.6,8
CC(=O)Nc1ccc(S(=O)(=O)Nc2nccc(C3Cc4ccccc4C(=O)O3)n2)cc1 (stereo unspecified),-8,14,1,31,1.1,0.9,-6,0.7,6
OC(CN1CCOCC1)Cn1c(-c2cccc(Cl)c2)nc2ccccc21 (stereo unspecified),-12,8,-4,-12,1.1,1.3,-11,1.1,6
COc1cc(C)ccc1OCCCON1C(=O)CCC1=O,0,16,3,16,0.6,1.5,41,0.8,2
Cc1ccc(C(=O)N2CCN(C(=O)N3CCOCC3)CC2)cc1,24,-9,3,12,0.9,1.2,7,0.9,-2
CCOC(=O)c1ccc(N2C(=O)c3n[nH]c(C)c3C2c2ccco2)cc1 (stereo unspecified),-3,-23,12,77*,0.2,2.7*,81*,0.2,9
COc1ccc(-n2c(=S)[nH]c3cc(C(=O)NCCCN4CCCC4=O)ccc3c2=O)cc1OC,-7,-1,-4,25,0.9,1.3,10,0.8,13
c1ccc(CC2CCN(C3=Nc4cccc5cccc3c45)CC2)cc1,-12,-51,-2,-4,0.1,0.7,87*,1,42*
Cc1nn2c(NCCCN(C)C)c3c(nc2c1-c1ccccc1)CCC3,-7,-3,2,-1,1,1.4,4,1,1
CC12CCC(C(=O)NCc3ccc4c(c3)OCO4)(C(=O)C1=O)C2(C)C (stereo unspecified),-38,-11,-2,30,0.4,1,56*,0.7,7
O=C(O)CCc1ccc(S(=O)(=O)NCCc2ccccc2)cc1,-8,-17,4,2,1.2,1.1,-16,1,11
Cc1cc(NS(=O)(=O)c2ccccc2)n(-c2ccccc2)n1,-12,9,1,86*,1,1.1,4,0.1,4
Cn1c(CNC(=O)Nc2ccccc2Cl)nnc1SCc1ccccc1,-1,-5,-5,32,0.4,1.6,64*,0.7,2
O=C(COC(=O)C1CCC1)Nc1ccc(Oc2ccccc2)cc1,-9,-5,1,-38,0.4,0.7,55*,1.4,4
CCC1CC(CSc2ncn[nH]2)OC1=O (stereo unspecified),-8,-4,-5,13,0.9,1,6,0.9,10
Cn1c(N2CCCC2)nc2c1c(=O)n(Cc1cccc(F)c1)c(=O)n2C,-3,2,2,81*,1,1.1,2,0.2,-5
O=C(Nc1ccc(-c2cn3ccsc3n2)cc1)c1ccc(F)c(S(=O)(=O)N2CCOCC2)c1,-7,18,-1,46,0.8,1,15,0.5,5
Cc1ccccc1NC(=O)N1C2CCCC1CC(NC(=O)C1CC1)C2 (stereo unspecified),-2,12,7,-13,1.1,1.1,-11,1.1,10
CCOC(=O)CC(=O)Nc1c(C)cc(C)cc1C,-11,8,-1,21,1.1,1,-6,0.8,10
Cc1ccc(-n2c(SCC(=O)Nc3ccc4c(c3)OCO4)nnc2-c2ccoc2C)cc1,-14,-38,-3,-13,1.1,0.9,-13,1.1,4
O=C(N/N=C/C=C/c1ccccc1)c1n[nH]c2c1CCC2,-7,-8,-5,3,1,2.4*,-4,1,1
CC1(C)NC(=O)N(CC(O)COc2cccc(F)c2)C1=O (stereo unspecified),-16,-14,-6,45,0.3,1,69*,0.6,6
CN(C(=O)c1ccc2c(c1)OCO2)C1(C(=O)NC2CCCCC2)CCCCC1,-5,-35,0,14,0.9,1,8,0.9,3
COc1ccc(NC(=O)NC23CC4CC(CC(C4)C2)C3)cc1OC,-10,-30,-5,5,0.8,1.2,20,1,1
COc1ccc(NC(=O)CSc2nnc(N)s2)cc1,-10,-11,6,10,1,1,1,0.9,3
CSc1nc(-c2ccco2)nn1C(=O)c1ccc(C)cc1,nt,nt,nt,-5,1.1,1,-13,1.1,nt
CCC(=O)N1Cc2ccccc2-c2ccccc2C1=O,-13,-11,2,8,0.7,0.7,27,0.9,2
Cc1nc2ccc(C(=O)N3CCN(c4ccccn4)CC3)cc2s1,-9,-26,-5,7,0.9,1,8,0.9,0
Cn1nnnc1SCC(=O)N1c2ccccc2Sc2ccc(Cl)cc21,-8,-15,0,36,0.3,0.9,75*,0.6,10
O=C(CSCC(=O)NCc1ccco1)NCc1ccco1,0,-7,4,2,1,1.1,4,1,6
COc1cc2c(cc1OC)-c1cc(OCCN3CCOCC3)nc(=O)n1CC2,-7,-1,-1,-2,1,1.2,1,1,20
Clc1ccc2[nH]c3c(NCCCN4CCOCC4)ncnc3c2c1,4,19,-1,4,1,1.1,1,1,10
COCCN1CCn2c(nc3cc(NC(=O)c4cccs4)ccc32)C1,-4,10,1,26,1,1,2,0.7,17
Cc1c(C(=O)N2CCCC2)sc(NC(=O)c2cccc(Cl)c2)c1C#N,-7,9,-4,31,1.1,1,-12,0.7,6
Cc1ccc(CN2CCS(=O)(=O)CC2)cc1,-6,-28,2,39,0.3,0.9,66*,0.6,3
CCOC(=O)N1CCN(S(=O)(=O)c2ccc3[nH]cc(C(=O)O)c(=O)c3c2)CC1,-1,21,-8,-12,1.2,1,-21,1.1,2
CCCn1nnnc1SCC(=O)N1CCOCC1,-6,-1,7,2,1,1,2,1,5
Cc1ccc(N2CCN(C(=O)c3ccccc3)CC2)c(C)c1,3,11,-3,76*,0,0.7,96*,0.2,12

(list continues)
molecule,PLK1 inh,Plk1 PBD FP,EphB4 antag,CYP2C9 inh,CYP2C19 activ,PLAP activator,CYP2C19 inhib,CYP2C9 activ,HIV Rev-RRE inh
CSc1nnc(-c2ccccc2N=Cc2c(C)[nH]n(-c3ccc4ccccc4c3)c2=O)c(=O)[nH]1,-6,11,-4,19,0.9,1.1,14,0.8,0
C/C(=C\C(=O)c1ccc(C)cc1)NCc1ccc(F)cc1,2,-10,5,nt,nt,nt,nt,nt,2
COc1cc(C(=O)N2CCN(S(=O)(=O)c3ccc(F)cc3)CC2)cc(OC)c1OC,-5,16,6,15,0.6,1.7,43,0.8,-1
O=C(/C=C\NCC(=O)c1ccccc1)c1ccc(F)cc1,-10,5,-3,-5,0.4,1.2,56*,1.1,8
CC(O)C(O)C(O)C(O)C1NCCS1 (stereo unspecified),-3,-13,-3,0,1.1,0.9,-7,1,4
Cc1sc2ncnc(Sc3nnnn3-c3ccccc3)c2c1C,-11,-6,-3,23,0.4,1,56*,0.8,6
Nc1nc(NCc2c(F)cccc2Cl)nn1-c1ccccc1,-15,-21,5,-2,0.7,0.9,29,1,-1
Cc1ccc(NC(=O)C(C)Sc2nnc(-c3cccnc3)n2-c2ccccc2)cc1 (stereo unspecified),-6,-9,13,-4,1,1.4,1,1,10
COc1ccccc1C(=O)Nc1ccccc1N1CCN(S(C)(=O)=O)CC1,-10,7,2,74*,0.3,1.6,69*,0.3,3
O=C(NCCn1ccc2ccccc21)c1ccc(S(=O)(=O)N2CCCCC2)cc1,nt,nt,nt,56*,0.8,1.3,17,0.4,nt

An excerpt of these results, field by field.
> Cc1ccc(NC(=O)C(C)Sc2nnc(-c3cccnc3)n2-c2ccccc2)cc1 (stereo unspecified)
  PLK1 inh: -6
  Plk1 PBD FP: -9
  EphB4 antag: 13
  CYP2C9 inh: -4
  CYP2C19 activ: 1
  PLAP activator: 1.4
  CYP2C19 inhib: 1
  CYP2C9 activ: 1
  HIV Rev-RRE inh: 10
> CC(O)C(O)C(O)C(O)C1NCCS1 (stereo unspecified)
  PLK1 inh: -3
  Plk1 PBD FP: -13
  EphB4 antag: -3
  CYP2C9 inh: 0
  CYP2C19 activ: 1.1
  PLAP activator: 0.9
  CYP2C19 inhib: -7
  CYP2C9 activ: 1
  HIV Rev-RRE inh: 4
> Nc1nc(NCc2c(F)cccc2Cl)nn1-c1ccccc1
  PLK1 inh: -15
  Plk1 PBD FP: -21
  EphB4 antag: 5
  CYP2C9 inh: -2
  CYP2C19 activ: 0.7
  PLAP activator: 0.9
  CYP2C19 inhib: 29
  CYP2C9 activ: 1
  HIV Rev-RRE inh: -1

High-throughput results deposited in PubChem BioAssay by several laboratories.
